DNA FID counter: displaces DNA intercalator in HCV helicase counter-screen; DNA fluorescent intercalator displacement, fluorescence; inhibition, % at 7.9 µM; 290,000 tested, 0.17% active; in the data active = inhibition above about 37%;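 note: 0% = vehicle and 100% = reference compound; higher means more ethidium bromide displaced from hairpin DNA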
GPR7 antag: human neuropeptides B/W receptor 1 antagonism; P48145; GPR7-expressing cells, fluorescence antagonist assay; inhibition, % at 4.4 µM; 290,000 tested, 1.1% active; AID 1861; in the data active = inhibition above about 16%, passing the limit was not always enough;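 note: cells stimulated with the agonist NPW; 0% = agonist with vehicle and 100% = vehicle without agonist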
Target sequence (P48145 whole entry, looked up): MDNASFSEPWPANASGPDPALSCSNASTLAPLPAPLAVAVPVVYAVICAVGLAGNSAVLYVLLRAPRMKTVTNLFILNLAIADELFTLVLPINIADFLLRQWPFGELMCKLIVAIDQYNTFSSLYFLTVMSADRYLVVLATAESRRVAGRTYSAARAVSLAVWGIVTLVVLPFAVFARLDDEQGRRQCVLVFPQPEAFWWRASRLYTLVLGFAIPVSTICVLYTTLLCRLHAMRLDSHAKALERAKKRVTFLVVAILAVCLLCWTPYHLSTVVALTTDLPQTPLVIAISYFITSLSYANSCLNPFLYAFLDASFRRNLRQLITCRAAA
VIM-2 inh: inhibitors of Pseudomonas aeruginosa VIM-2 metallo-beta-lactamase; purified VIM-2, nitrocefin hydrolysis, epi-absorbance fluorescence; inhibition, % at 5.6 µM; 290,000 tested, 0.89% active;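 active = inhibition above the mean of all tested compounds plus 3 SD, cutoff set per screening run, cut at about 7.5% in these data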;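 note: red hydrolysis product quenches plate fluorescence so inhibitors raise well fluorescence; 0% = enzyme with DMSO and 100% = DMSO without enzyme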
NS3 helicase inh: inhibitors of Hepatitis C virus NS3 helicase. 290,000 tested, 0.56% active. NS3 helicase DNA unwinding, Cy5 molecular beacon fluorescence. inhibition, % at 10.9 µM. AID 1800;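 active = inhibition above the mean of all tested compounds plus 3 SD, set per campaign, cut at about 35% in these data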;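 note: 0% = DMSO wells and 100% = thioflavine S control wells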
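System: HCV NS3 helicase fragment; control set: DMSO and thioflavine S; technique: Cy5 fluorescence at 0 and 60 min, beacon hairpin quenching; reagent: beacon DNA duplex substrate plus ATP; replicates: singlicate; schedule: 1 h reaction at 25 °C, ATP-initiated; medium: MOPS buffer pH 6.5 with MgCl2, DTT, Tween20, BSA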
OXTR ag: human OXTR agonism | CHO-OTR cells, Fluo-8 calcium fluorescence; normalized: DMSO 0%, oxytocin 100% | activation, % at 3 µM | 320,000 tested, 0.32% active;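 active = activation above the mean of all tested compounds plus 3 SD, cutoff set per screening run, cut at about 20% in these data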;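 note: peak over basal fluorescence ratio from a 100 s FLIPR kinetic read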
IMP-1 inh: blocks Pseudomonas aeruginosa IMP-1 metallo-beta-lactamase | AID 1556 | 290,000 tested, 0.45% active | inhibition, % at 5.6 µM | purified IMP-1, nitrocefin hydrolysis, epi-absorbance fluorescence;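 active = inhibition above the mean plus 3 SD of all compounds in the same screening run, cut at about 4.5% in these data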;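 note: 0% = IMP-1 with DMSO and 100% = DMSO wells lacking enzyme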
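Assay system: purified IMP-1; Quantity: IMP-1 0.2 nM before substrate addition; Medium: HEPES buffer pH 7.1 with ZnSO4 and Brij 35; Incubation: 15 min enzyme–compound preincubation, then 25 min nitrocefin reaction, 25 °C; Signal: fluorescence quenching readout, ex 480/em 530 nm; Controls: DMSO with and without IMP-1; Repeats: singlicate testing.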
V1aR counter: V1a receptor agonism, counter-screen for OXTR agonists; P37288; CHO-V1R cells, Fluo-8 calcium fluorescence, agonist mode; 0% DMSO, 100% 3 nM vasopressin; activation, % at 3 µM; 320,000 tested, 0.25% active;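 active = activation above the mean activation of all tested compounds plus 3 SD, per screening run, cut at about 20% in these data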;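 note: signal is peak over basal fluorescence ratio across a 100 second FLIPR read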
GalR3 antag: human GalR3 antagonism | inhibition, % at 3 µM | 360,000 tested, 0.44% active | HEK293 GalR3-CNG cAMP membrane potential fluorescence; galR3 body fused to GalR1 C-terminus | AID 651719 | O60755;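 active = inhibition above the screen-wide average plus 3 SD, cut at about 13% in these data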;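 note: forskolin and galanin both at EC90 stimulate the cells; cAMP rise reported by CNG channel membrane potential dye signal; 0% = forskolin plus galanin with DMSO and 100% = forskolin alone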
Target sequence (O60755 1-299 limits assumed): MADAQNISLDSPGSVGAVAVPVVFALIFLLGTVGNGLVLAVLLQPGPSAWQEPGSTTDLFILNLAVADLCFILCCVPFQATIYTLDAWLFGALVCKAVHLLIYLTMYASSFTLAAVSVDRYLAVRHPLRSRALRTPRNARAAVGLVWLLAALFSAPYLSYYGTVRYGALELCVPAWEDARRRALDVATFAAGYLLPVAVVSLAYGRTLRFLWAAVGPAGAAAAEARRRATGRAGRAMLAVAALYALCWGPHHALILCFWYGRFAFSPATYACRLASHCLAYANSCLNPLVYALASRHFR
PHOSPHO1 inh: inhibitors of human PHOSPHO1 phosphatase | recombinant PHOSPHO1, absorbance phosphatase assay | Q8TCT1 | 290,000 tested, 1.1% active | inhibition, % at 13.3 µM | AID 1565; in the data active = inhibition above about 60%
Target sequence (Q8TCT1 whole entry, looked up): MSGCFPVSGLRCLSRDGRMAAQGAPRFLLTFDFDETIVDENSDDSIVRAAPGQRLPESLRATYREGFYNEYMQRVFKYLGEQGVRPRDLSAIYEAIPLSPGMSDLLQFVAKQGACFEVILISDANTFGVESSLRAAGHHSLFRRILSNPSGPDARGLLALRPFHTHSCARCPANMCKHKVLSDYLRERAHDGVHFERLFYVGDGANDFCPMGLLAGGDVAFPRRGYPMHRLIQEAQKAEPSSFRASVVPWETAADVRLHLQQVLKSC
Active calls of the source: *; / = no result given; & = joins results of further samples.

SMILES	DNA FID counter	GPR7 antag	VIM-2 inh	NS3 helicase inh	OXTR ag	IMP-1 inh	V1aR counter	GalR3 antag	PHOSPHO1 inh
CCOc1ccc(NC(=O)CCC(=O)c2ccc(Br)cc2)cc1	-6	2	-1.8	-4	-0.3	-1.5	1.1	-8	29
COC(=O)C1CN(S(=O)(=O)c2ccc(NC(C)=O)cc2)CCS1 (stereo unspecified)	-4	-10	-4.4	-4	0.1	-4.6	0.7	-2	22
Cc1n[nH]c(C)c1SCC(=O)Nc1ccc(F)cc1	-5	-2	0.4	1	-0.2	2.1	-0.4	2	4
Nc1nc(Nc2ccccc2)nc2ccccc12	8	2	-2.7	-10	0.9	-4.1	-0.1	-6	10
CCOC(=O)/C(C#N)=C/c1ccc(OC)c(OC)c1	3	-2	-4.0	7	-0.2	-5.3	0.1	-2	-4
COc1ccc(N2CC(C(=O)NC3=NCCS3)CC2=O)cc1 (stereo unspecified)	-1	-4	-2.5	5	1.1	-2.4	1.4	-4	10
COc1ccc2c(C=O)cn(C)c2c1	0	-6	-2.3	2	0.4	-2.9	-0.3	-2	26
COc1cc(CN2CCc3ccccc3C2)ccc1O	2	-1	-2.1	0	2.4	-0.6	-0.2	-2	6
Cc1cc(C(=O)N[C@H](c2ccccc2)[C@@]2(C)C[C@@H]2[C@@H](C)C(=O)Nc2ccc3ccccc3c2)no1	-29	29*	-1.6	-10	-1.7	-1.5	0.2	-10	18
O=C(NC1CCCCC1)C1c2ccccc2C(=O)N1Cc1ccc2c(c1)OCO2 (stereo unspecified)	-19	-6	-2.6	5	-0.6	-4.1	-0.5	-4	20
Cc1ccc(-c2nc(C3CCCN(S(=O)(=O)c4ccc(C(C)(C)C)cc4)C3)no2)cc1 (stereo unspecified)	0	0	-3.0	0	0.3	-5.4	-0.2	3	-3
C(=N\c1nccs1)/Nc1nccs1	2	-17	0.5	10	0.7	-0.1	0.1	-3	0
O=C(O)c1cccc(N/N=C/c2cn(-c3ccccc3)nc2-c2cccs2)c1	-23	1	-1.1	17	-1.3	-3.0	-0.9	4	-6
COc1ccc(C)cc1NC(=O)CN1CCN(S(=O)(=O)c2ccc(C(C)C)cc2)CC1	-6	-6	-4.6	4	-0.8	-3.1	0.2	-1	10
Cc1cccc(Cn2c(N3CCN(CCO)CC3)nc3c2c(=O)[nH]c(=O)n3C)c1	-9	-8	2.0	-1	0.7	-1.7	-0.1	-10	-6
COc1cccc(C2c3[nH]c4ccccc4c3CCN2Cc2cnn(C)c2)c1 (stereo unspecified)	-7	-3	0.3	-15	-1.0	-2.3	0.8	-5	18
O=C(CN1CCN(Cc2ccccc2)CC1)N/N=C/C=C/c1ccccc1[N+](=O)[O-]	12	-1	-6.1	6	2.8	-3.5	1.7	-2	-27
O=C(O)c1ccc(CNCc2cccc(Cl)c2Cl)cc1	-3	-6	0.9	6	0.1	0.1	0.0	5	17
Nn1c(SCC(=O)NC(=O)NC2CCCC2)nnc1-c1ccccc1F	-9	-14	-1.6	-3	-1.5	-3.5	-0.9	-6	20
Cc1cc(Nc2c(C)n(C)n(-c3ccccc3)c2=O)n2c(nc3ccccc32)c1C#N	-12	-6	4.6	1	0.0	-5.3	0.3	1	-57
CCOc1ccc(-n2c(SCC(=O)NC3CCS(=O)(=O)C3)nnc2-c2cccnc2)cc1 (stereo unspecified)	-16	-8	-3.5	3	1.9	-4.0	1.7	-2	16
CCCN(CCC)CC(O)Cn1cc(/C=C/C(=O)c2cccs2)c2ccccc21 (stereo unspecified)	19	10	0.0	-71	12	0.0	9.2	-3	-26
O=c1cc(O)c2c(=O)n(-c3ccccc3)c3c(c2o1)CCCCC3	-4	-17	-4.6	0	-0.5	-2.3	-1.8	3	-3
CC(C)(C)OC(=O)N1CCC(c2c(C(=O)N3CCN(C(=O)c4ccco4)CC3)cnn2-c2ccc(F)cc2F)CC1	-57	6	-1.0	-11	0.4	-0.6	1.6	-8	-42
OCC[C@@H]1C[C@H](O)[C@@H](O)[C@@]2(CCCc3ccccc3O2)O1	-1	-1	0.2	0	1.1	-1.7	-1.1	1	25
Additional structures follow.
SMILES	DNA FID counter	GPR7 antag	VIM-2 inh	NS3 helicase inh	OXTR ag	IMP-1 inh	V1aR counter	GalR3 antag	PHOSPHO1 inh
NS(=O)(=O)c1ccc(NC(=S)NC(=O)c2ccco2)cc1	3&-4	-10&-2	-1.4&-0.4	-4&-2	0.9	-0.1&0.1	11	-9	8&16
CC(Oc1ccccc1)C(=O)NC1=NCCS1 (stereo unspecified)	-5	-3	-2.4	1	0.4	-1.1	-1.2	-3	27
O=C(CSc1ncccn1)N/N=C/c1ccc2c(c1)OCO2	-12	-5	-0.3	6	-0.5	-0.6	0.8	10	38
O=C(NCCC(=O)N1CCC2(CC1)NCCc1[nH]cnc12)c1cccc(C(F)(F)F)c1	13	-4	-0.9	0	0.4	-1.2	0.6	-7	41
COc1ccc(NC(=O)CN(C)S(=O)(=O)c2cnc[nH]2)cc1	-4	-7	0.4	-7	0.0	-0.5	0.1	-6	15
CC(C)=NOC(=O)c1ccc(-c2ccccc2)cc1	-19	-5	-1.2	-17	-0.2	-1.0	1.7	4	10
Cc1cc(C)n(-c2nc3ccccc3c(=O)n2OC2CCCCC2)n1	-28	-5	-0.8	10	-1.3	-2.2	-0.4	-6	11
Nc1ncnc(N2CCOCC2)c1N	-1	-9	-0.7	8	-0.3	-1.2	0.2	-5	-3
Cc1nnsc1C(=O)N1CCC(C(=O)c2ccccc2)CC1	-9	3	-2.0	21	1.1	-2.2	1.3	-2	52
CC(C)c1ccc(C(=O)OCC(=O)NC2CCCC2)cc1	-28	-4	-1.9	-2	0.8	-2.9	3.1	-11	26
O=C(CSc1n[nH]c(=O)n1-c1cccnc1)Nc1ccccc1	-6	-11	-2.0	2	0.0	-2.3	0.0	0	0
Cc1c(-c2nnnn2-c2ccc(F)cc2)cnc2cc3c(cc12)OCO3	-4	8	-1.5	2	3.5	-1.0	2.6	-7	3
O=[N+]([O-])c1ccc(N2CCN(S(=O)(=O)c3ccccc3)CC2)cc1NCC1CCCO1 (stereo unspecified)	-3	-1	-2.2	13	-0.4	0.2	-0.3	-1	-3
Cc1ccc(N(CC(O)Cn2c3ccccc3c3ccccc32)S(C)(=O)=O)c(C)c1 (stereo unspecified)	-17	-1	-1.6	-12	5.1	-2.6	2.9	-4	-9
CCc1nccn1C(=O)c1cnn2c(C(F)F)cc(-c3ccccc3)nc12	-3	-9	1.9	7	-2.4	-2.0	-1.7	/	21
CCOC(=O)C1=C(C)Nc2sc(C(=O)c3ccc(F)cc3)c(N)c2C1c1ccc(C(=O)OC)cc1 (stereo unspecified)	-14	-12	7.1	35	1.2	-3.4	0.4	-3	-5
COc1ccccc1N1CCN(C(c2ccc(C)cc2)c2nnnn2C(C)C)CC1 (stereo unspecified)	-36	17	-1.9	-5	-2.3	-1.3	-1.8	-7	11
CC1CCC(NS(=O)(=O)c2ccc3c(c2)CC(=O)N3)CC1 (stereo unspecified)	-14	-2	-0.6	5	1.2	0.9	2.2	-7	28
CCCC(=O)c1cc(-c2nc3ccccc3n2C)n(C)c1	-17	-9	-3.5	-6	-0.9	-3.3	0.1	1	-11
Cc1cc(C(=O)N/N=C/c2ccccn2)n[nH]1	-4	-15	-3.6	4	-0.5	-4.8	0.3	-2	28
CC1CCN(CCCN2C(=O)C3C(C(=O)Nc4ccc(Cl)cc4)C4C=CC3(O4)C2C(=O)NC2CCCCC2)CC1 (stereo unspecified)	1	-6	0.6	-2	1.1	0.0	-0.4	-7	14
COc1ccccc1C(=O)Nc1nnc(S(=O)(=O)N2CCCCC2)s1	-26	10	-2.1	8	0.4	-3.0	4.0	5	30
O=C1CCC(/C=C/c2ccccc2)=NN1Cc1ccc(F)cc1	-13	-9	-0.5	-9	-1.9	-3.2	0.3	-1	40

Looked up above.
For IMP-1 inh, CC(C)c1ccc(C(=O)OCC(=O)NC2CCCC2)cc1 is listed with -2.9
For IMP-1 inh, Cc1cc(C(=O)N/N=C/c2ccccn2)n[nH]1 is listed with -4.8
For GalR3 antag, CC1CCC(NS(=O)(=O)c2ccc3c(c2)CC(=O)N3)CC1 (stereo unspecified) is listed with -7
For GalR3 antag, O=C1CCC(/C=C/c2ccccc2)=NN1Cc1ccc(F)cc1 is listed with -1
For PHOSPHO1 inh, COc1ccccc1C(=O)Nc1nnc(S(=O)(=O)N2CCCCC2)s1 is listed with 30
For IMP-1 inh, CCc1nccn1C(=O)c1cnn2c(C(F)F)cc(-c3ccccc3)nc12 is listed with -2.0

Full records as entered above. Order of screens: DNA FID counter | GPR7 antag | VIM-2 inh | NS3 helicase inh | OXTR ag | IMP-1 inh | V1aR counter | GalR3 antag | PHOSPHO1 inh
Record of `O=C(NC1CCCCC1)C1c2ccccc2C(=O)N1Cc1ccc2c(c1)OCO2` (stereo unspecified) = -19 | -6 | -2.6 | 5 | -0.6 | -4.1 | -0.5 | -4 | 20
Record of `Cc1n[nH]c(C)c1SCC(=O)Nc1ccc(F)cc1` = -5 | -2 | 0.4 | 1 | -0.2 | 2.1 | -0.4 | 2 | 4
Record of `O=C(CSc1n[nH]c(=O)n1-c1cccnc1)Nc1ccccc1` = -6 | -11 | -2.0 | 2 | 0.0 | -2.3 | 0.0 | 0 | 0

Source: PubChem BioAssay (several laboratories)

Rows were taken by chance; overall some 4.3% were active at least once.
